HDAC3 inh – human HDAC3 inhibition | inhibition, % at 8.3 µM | 0.15% of 320,000 active | AID 2718 | recombinant HDAC3, fluorogenic peptide/trypsin coupled, fluorescence | O15379; in the data active means inhibition above about 26%, passing the limit was not always enough; inconclusive means no clear call, values can overlap the other calls
Target sequence (O15379 whole entry, looked up): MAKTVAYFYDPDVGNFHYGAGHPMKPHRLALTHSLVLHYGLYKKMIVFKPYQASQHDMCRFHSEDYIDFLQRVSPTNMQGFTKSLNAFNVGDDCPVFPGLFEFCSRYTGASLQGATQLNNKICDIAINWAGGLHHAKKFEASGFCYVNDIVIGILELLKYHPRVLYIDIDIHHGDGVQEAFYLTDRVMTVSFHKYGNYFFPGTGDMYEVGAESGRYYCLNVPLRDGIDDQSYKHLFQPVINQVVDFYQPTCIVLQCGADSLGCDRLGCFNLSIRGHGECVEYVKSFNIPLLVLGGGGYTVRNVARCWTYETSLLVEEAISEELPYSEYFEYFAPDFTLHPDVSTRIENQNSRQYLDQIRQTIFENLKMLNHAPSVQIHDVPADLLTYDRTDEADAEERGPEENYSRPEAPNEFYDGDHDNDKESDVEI
KCNQ1 pot – potentiates or activates the human KCNQ1 potassium channel | P51787 | CHO-K1 KCNQ1, thallium flux FluxOR fluorescence; hits give high values | B-score at 10 µM | 0.35% of 310,000 active;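 active means fluorescence ratio B-score, a plate-corrected score, at least three library SD, with initial intensity B-score within 5 SD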
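Assay system: CHO-K1 cells stably expressing KCNQ1; Medium: assay buffer with matched DMSO; Also added: K+/Tl+ depolarizing stimulus; Dosing: single dose; Timing: dye 90 min, compound 20 min, room temperature; Measured by: kinetic FluxOR thallium fluorescence, 10-s 1-Hz baseline, 110-s post-stimulus read; Read-out: peak-minus-minimum fluorescence over initial fluorescence, negative-control normalized, B-scored.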
GSK3 alpha inh – inhibitors of human GSK-3 alpha kinase; P49840; ADP-Glo luminescence, 60 min; inhibition, % at 10 µM; 0.1% of 320,000 active;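 in the data active means inhibition above about 50%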;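 further: GST-tagged GSK-3 alpha with peptide substrate and 25 µM ATP; 0% = DMSO neutral wells and 100% = GW8510 positive control wells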
KCNK3 inh – human KCNK3 channel inhibition, primary screen; O14649; CHO-KCNK3 thallium flux, FluxOR fluorescence; hits give low values; B-score at 10 µM; 0.84% of 340,000 active; AID 602410;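 active means B-score under library mean minus 4 SD, starting fluorescence ratio at most library mean plus 5 SD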;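 further: more negative B-score means stronger inhibition of thallium flux through KCNK3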
Target sequence (O14649 whole entry, looked up): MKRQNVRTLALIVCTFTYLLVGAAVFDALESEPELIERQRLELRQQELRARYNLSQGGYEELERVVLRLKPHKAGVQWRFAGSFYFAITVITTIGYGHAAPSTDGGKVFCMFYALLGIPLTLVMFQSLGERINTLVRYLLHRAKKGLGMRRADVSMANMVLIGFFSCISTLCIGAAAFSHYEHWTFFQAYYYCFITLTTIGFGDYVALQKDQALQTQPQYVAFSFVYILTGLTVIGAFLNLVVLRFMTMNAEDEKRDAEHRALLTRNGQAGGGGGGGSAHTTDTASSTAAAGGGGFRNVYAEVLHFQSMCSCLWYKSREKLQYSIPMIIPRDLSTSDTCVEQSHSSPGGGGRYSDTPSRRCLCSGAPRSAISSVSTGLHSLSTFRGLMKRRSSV
KCNK9 block – inhibitors of human KCNK9 two-pore domain potassium channel | HEK293 KCNK9, FluxOR thallium flux fluorescence; hits give low values | B-score at 10 µM | 1.2% of 310,000 active | AID 488922;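 active means ratio B-score over 3 SD below the library mean, with starting fluorescence within 5 SD of its mean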;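 further: negative B-score means less thallium flux so channel inhibition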
GSK3B inh – blocks human GSK3beta kinase activity; P49841; AID 2097; activity score (negative = inhibition), % at 10 µM; GST-GSK3beta kinase, ADP-Glo luminescence, 60 min; hits give low values; 0.038% of 300,000 active;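 active means more than half of replicate wells score below -50%, meaning over 50% inhibition versus plate controls; inconclusive means some replicates but at most half score below -50%; inactive means no replicate scores below -50%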;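 further: 0% = median DMSO wells and -100% = median GW8510 positive control wells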
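Test system: GST-tagged human GSK3beta kinase, cell-free; evaluation: activity score scaled between in-plate DMSO and GW8510 controls; measured by: ADP-Glo luminescence; incubation: 60 min reaction, RT; benchmarks: DMSO and 20 µM GW8510; reagent: peptide substrate plus 25 µM ATP (final); medium: Tris/MgCl2 kinase buffer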
PolyA inhibitor – blocks polyadenylation in yeast reporter cells; 0.02% of 300,000 active; S. cerevisiae SKY197-pL101 polyadenylation reporter, beta-gal luminescence; efflux-impaired pdr1/pdr3 knockout yeast; score 100 = 6 SD above DMSO; AID 1875; calls only at 12 µM;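 active means lowest replicate activity score at least 50, where 100 means six control SD above control mean; inconclusive means lowest score under 50 but half or more replicates reach 50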;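 further: yeast exposed to compound for 9 h at 30 °C; higher score means more reporter readthrough which indicates perturbed polyadenylation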
RGS4 act – RGS4 potentiation or activation | HEK293 M3R/inducible RGS4, carbachol calcium flux Fluo4; hits give low values | B-score at 10 µM | 0.92% of 310,000 active | AID 463111;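 active means B-score of the integrated calcium signal more than 4 SD below the library mean, with starting fluorescence not abnormally high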;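 further: negative B-score means reduced calcium response which marks RGS4 activation or potentiation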
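Test system: HEK293 cells with stable M3R and inducible RGS4; also added: carbachol at ECmax as muscarinic agonist stimulus; schedule: dye loading 30 min 37 °C, buffer rest 30 min RT; technique: kinetic calcium fluorescence imaging with Fluo4-AM dye, 2 µM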
Dyrk1A ADPGlo – Dyrk1A (rat) kinase inhibition; 0.43% of 310,000 active; inhibition, % at 12.5 µM; ADP-Glo luminescence, NFATc1 peptide; Q63470; AID 504441; in the data active means inhibition above about 50%;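 further: plate controls were vehicle with enzyme for no effect and no enzyme for full effect; many of its hits are not listed in these tables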
hERG rescue – shields human hERG channel from block by proarrhythmic agents. CHO-hERG, FluxOR thallium flux, dofetilide IC70 present. activation (rescue from dofetilide block), less the hit threshold, % at 10 µM. 0.51% of 310,000 active. AID 1511;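 active means activation above the mean of controls blocked by dofetilide plus 5 SD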;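 further: thallium influx through hERG after potassium depolarization seen as dye fluorescence rise; in these data hits start at about 4.7%; inactives centre near -7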
KCNQ1 block – blocks the human KCNQ1 potassium channel; B-score at 10 µM; 1.3% of 310,000 active; CHO-K1 KCNQ1, FluxOR thallium flux fluorescence; hits give high values; P51787;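 active means compounds whose thallium flux B-score, printed positive for inhibition, exceeds three library SD while starting fluorescence stays within three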;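 further: channel opened by potassium depolarization with thallium stimulus after 20 min compound exposure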
* = called active by the depositor; i = inactive; ? = inconclusive; · = not tested or not shown. Only part of the results is shown. The share of hits here may be higher or lower than overall.

SMILES	HDAC3 inh	KCNQ1 pot	GSK3 alpha inh	KCNK3 inh	KCNK9 block	GSK3B inh	PolyA inhibitor	RGS4 act	Dyrk1A ADPGlo	hERG rescue	KCNQ1 block
COc1ccc(/C=C2/SC(=O)N(CCCCCC(=O)Nc3ccccc3C(=O)O)C2=S)cc1	16	i	·	i	i	-1	i	i	0	-28	6*
COc1cc(NC(=O)c2c(-c3ccccc3Cl)noc2C)c2ncccc2c1	3	i	0	i	i	1	i	i	-11	-12	i
COc1cc(/C=N/NC(=O)Cc2ccccc2)cc(OC)c1OC	5	i	-1	i	i	-2	i	i	·	-4	i
CC1=CC(C)(C)N(C(=O)CSc2nnc(-c3ccccc3)o2)c2ccc(C)cc21	2	i	9	i	i	1	i	i	-1	-6	i
Cc1cc(C)c(C#N)c(Oc2ccc(O)cc2)n1	-9	i	2	i	i	-3	i	i	7	-4	i
CCc1nc(SCC(=O)c2cccc([N+](=O)[O-])c2)n[nH]1	1	i	-3	i	i	-1	i	i	-2	-6	i
CCOC(=O)CNC(=S)N(Cc1cccs1)C1CCCC1	-6	i	-1	i	i	1	i	i	-1	-8	i
COCc1cccc(NC(=O)Cc2cccc3ccccc23)c1	-2	i	-2	i	i	1	i	i	1	0	i
CCn1c(C)nc2cc(C(=O)N=Nc3c(O)[nH]c4ccccc34)ccc21	-3	i	7	·	i	2	i	i	·	0	i
CCCCn1c(N)c(N(Cc2ccccc2OC)C(=O)COc2ccc(C)cc2)c(=O)[nH]c1=O	2	i	1	i	i	3	i	i	-1	-11	i
COc1cc2nc(C3CCC3)n(NC(=O)C3CCC3)c(=O)c2cc1OC	-3	i	-1	i	i	0	i	i	3	-9	i
O=C(CNS(=O)(=O)c1ccc(Br)s1)NCc1ccc2c(c1)OCO2	9	i	2	i	i	0	i	i	12	-3	i
COc1ccc(C(=O)C2CC2c2ccc3c(c2)OCO3)cc1 (centres undefined)	-2	i	-2	i	i	2	i	i	-2	-8	i
CC1Cc2ccccc2N1S(=O)(=O)c1cccc(C(=O)N2CCN(c3ncccn3)CC2)c1 (centres undefined)	6	i	0	i	i	1	i	i	2	-4	i
CCC(C(=O)OCC(=O)Nc1cc(OC)ccc1OC)c1ccccc1 (centres undefined)	3	i	-2	i	i	2	i	i	5	-5	i
Cc1c(C#N)c(O)n(CCO)c(=O)c1N=Nc1ccc(S(N)(=O)=O)cc1	12	i	-3	i	i	2	i	i	-4	-14	i
COc1cccc(C(=O)CC(C(=O)O)c2ccc(Cl)cc2)c1 (centres undefined)	5	i	-4	i	i	-2	i	i	·	-10	i
O=C(CN1C(=O)COc2ccccc2C1=O)c1ccc2c(c1)OCCO2	-7	i	-1	i	i	5	i	i	-4	-6	i
Cc1[nH]nc2c1C(=O)CC(C)(C)C2	-6	i	-1	i	i	1	i	i	8	-7	i
C[n+]1ccc(/C=C/c2cccs2)cc1	-4	i	-3	i	i	3	·	i	4	-2	i
CCc1ccc(N/C(SCc2ccccc2C)=C(/C#N)C(=O)NCc2ccco2)cc1	2	i	2	i	i	-2	·	i	-4	-14	i
Cc1ccc2ncc(NC(=O)c3ccc(F)cc3)c(=O)n2c1	-1	i	0	i	i	3	i	i	0	-5	i
COC(=O)C1(C(=O)OC)NOC2C(=O)N(c3ccc(Cl)cc3Cl)C(=O)C21 (centres undefined)	5	i	0	i	i	·	i	i	-13	-7	i
CCCCS(=O)(=O)NC1=NCN(Cc2ccco2)CN1	-1	i	3	i	i	0	·	i	3	-13	i
CCOC(=O)CN1C(=O)N(CC)C(C)=C(C(=O)OC)[C@@H]1c1ccccc1	0	i	-4	i	i	3	i	i	0	-3	i
(cont.)
SMILES	HDAC3 inh	KCNQ1 pot	GSK3 alpha inh	KCNK3 inh	KCNK9 block	GSK3B inh	PolyA inhibitor	RGS4 act	Dyrk1A ADPGlo	hERG rescue	KCNQ1 block
CN(Cc1ccccc1)C(=O)C1CCCN(Cc2ccc(Cl)cc2)C1 (centres undefined)	3	i	-1	i	i	0	i	i	-8	-4	i
CCN(CC)CCOC(=O)c1ccc(NC(=O)CCNC(=O)Cn2ccc3ccccc3c2=O)cc1	-2	i	-4	i	i	2	i	i	-6	-3	i
O=C(Cn1nc([N+](=O)[O-])nc1Br)NC1CCCCC1	8	i	3	i	i	1	i	i	-6	-4	i
Cc1cccc(NC(=O)c2cn(-c3ccccc3)nc2-c2ccccc2)c1	1	i	-2	i	i	-1	i	i	1	-8	i
CN(C)CCN(C(=O)c1ccc(C(=O)c2ccccc2)cc1)c1nc2cc3c(cc2s1)OCCO3	-2	i	3	i	i	-2	i	-9.1*	·	-13	i
COC(=O)c1ccc(COc2ncnc3c(Cl)cc(Cl)cc23)o1	1	i	0	i	i	4	i	i	11	-13	i
COC(=O)CC(c1ccc(C(C)C)cc1)n1cccc1 (centres undefined)	5	i	-2	i	i	1	i	i	-3	-19	i
O=C(NCCc1ccccn1)c1nc(Cn2cc(Br)cn2)no1	-3	i	0	i	i	·	i	i	-1	-10	i
COCCNS(=O)(=O)c1ccc(F)c(OC)c1	1	i	6	i	i	2	·	i	-3	-7	i
O=C(CC1SC(=O)N(c2ccccc2)C1=O)Nc1ccc(Br)cc1 (centres undefined)	50*	i	-1	i	i	-2	i	i	·	-5	i
Cc1cc(C)n(C(CC(=O)N2CCc3ccccc3C2)C(=O)O)n1 (centres undefined)	-3	i	-6	i	i	-3	i	i	-1	-1	i
COc1ccc(C(=O)NC(=S)Nc2ccc3oc(=O)ccc3c2)cc1OC	0	i	6	i	i	2	i	i	21	-7	i
COc1ccccc1C(=O)N/C(=C\c1cn(C)c2ccccc12)C(=O)NCCCN1CCOCC1	9	i	-1	i	i	-3	i	i	1	-10	i
CCC1Nc2ncnc(N3CCCCC3)c2N(Cc2ccc(Br)cc2)C1=O (centres undefined)	9	i	-3	i	-11*	0	i	i	12	-16	i
CCOC(=O)c1c(C)c(C(=O)NCCN2CCOCC2)c(C)n1C	-1	i	-2	i	i	5	i	i	5	-8	i
Cc1ccc(/C=N/n2c(-c3ccc(Cl)cc3)n[nH]c2=S)o1	-4	i	-4	i	i	0	i	i	·	-6	i
COC(=O)C1=C(C)Nc2c(c(=O)n(C)c(=O)n2C)C1c1ccc(Cl)cc1 (centres undefined)	-4	i	-2	i	i	0	i	i	0	-6	i
Cc1nc2nc[nH]n2c(=O)c1C/C=C/c1ccccc1	7	i	-3	i	i	1	i	i	-8	-3	i
O=C(Nc1ccc(Oc2cccnc2)cc1)c1ccccc1F	4	i	-2	i	i	3	i	i	-8	-10	i
Cc1ccc(N=Nc2c(N)[nH]n3c(=O)cc(-c4ccccc4)nc23)cc1	1	i	1	i	i	-4	·	i	8	-11	9*
CC(C)CC(NC(=O)C(CC(C)C)NC(=O)C(Cc1ccc(OCc2ccccc2)cc1)NC(=O)OC(C)(C)C)C(N)=O (centres undefined)	-3	i	1	i	i	-2	i	i	8	-6	i
CN(C(=O)COC(=O)c1cc(NS(=O)(=O)c2cc([N+](=O)[O-])ccc2Cl)ccc1O)C1CCCCC1	?	i	-3	i	i	0	i	i	-6	-11	i
C=C1CCN([C@H](C(=O)NCc2ccc(Cl)c(Cl)c2)C(C)C)S(=O)(=O)c2ccccc21	6	i	-5	i	i	2	i	i	5	-5	i
CC(=O)N1C(=O)c2cccc3cccc(c23)C(=O)N1C(C)=O	-6	i	-1	·	i	-4	i	i	·	-1	i
O=C(Nc1ncccc1O)c1ccc(S(=O)(=O)N2CCCC2)cc1	72*	i	0	i	i	0	i	i	1	-11	i
Continued.
SMILES	HDAC3 inh	KCNQ1 pot	GSK3 alpha inh	KCNK3 inh	KCNK9 block	GSK3B inh	PolyA inhibitor	RGS4 act	Dyrk1A ADPGlo	hERG rescue	KCNQ1 block
O=C(Nc1ccccc1)N1CC=C(c2ccccc2)CC1	-2	i	3	·	i	-2	i	i	·	-6	i
COc1ccc(O)c(CNc2ccccc2F)c1	3	i	0	i	i	1	i	i	2	-20	i
Cc1cc(C(=O)COC(=O)CNC(=O)c2ccccc2)c(C)n1CC1CCCO1 (centres undefined)	0	i	-3	i	i	-1	i	i	0	-23	i
Oc1oc(-c2ccc(Br)cc2)nc1C=Nc1ccc(Br)cn1	0	i	0	i	i	0	i	i	0	-6	i
COc1ccc(-c2cc(C(F)(F)F)nc(S(C)(=O)=O)n2)cc1	4	i	-1	i	i	1	i	i	5	-11	6*
CC(=O)N1c2ccc(S(=O)(=O)NCC3CCC(C(=O)NCc4ccccc4)CC3)cc2CC1C (centres undefined)	0	i	1	i	i	0	i	i	-2	-8	i
CN(C(=O)c1c[nH]c(=O)cc1C(F)(F)F)c1ccc(Cl)cc1	-3	i	0	i	i	-2	i	i	5	-4	i
COc1cc2ccccc2cc1C(=O)Nc1nc(C)c(C(C)=O)s1	3	i	5	i	i	1	i	i	8	-7	i
CC(C)Cc1nc2oc3c(=O)[nH]cnc3c2c2c1CCCC2	-6	i	-4	i	i	-2	i	i	7	-1	i
COc1cccc(NC(=O)Nc2cccnc2)c1	1	i	1	i	i	-4	i	i	28	-9	i
O=C(Nc1ccc(S(=O)(=O)Nc2ncccn2)cc1)c1ccccc1NS(=O)(=O)c1ccc(F)cc1	-49	i	-6	i	i	-3	i	i	-3	0	i
CCOc1ccc2ncc(S(=O)(=O)c3ccccc3)c(N3CCC4(CC3)OCCO4)c2c1	4	i	1	·	i	-5	i	i	·	-11	i
N#Cc1ccsc1NC(=O)CSc1nnc(-c2ccccc2)o1	1	i	1	i	i	-5	i	i	4	-3	i
COc1ccccc1N1CCN(C(=O)c2ccc(Cn3c(=S)[nH]c4cc5c(cc4c3=O)OCO5)cc2)CC1	2	i	-1	i	i	·	i	i	·	-17	i
Cc1nn(Cc2c(F)c(F)c(F)c(F)c2F)c(C)c1NC(=O)c1ccc(COc2ccc(F)cc2)o1	8	i	-4	i	i	3	i	i	-2	-7	i
